Screening data as filed in PubChem BioAssay.
ERK EGF block – inhibitors of EGF-stimulated ERK signaling pathway. actives 0.41% (n = 130,000). Potency, µM (series often up to 11.5 µM), for inactives: top-dose activity change, negative = inhibition, most hits filed as inhibitors. HEK293-V1b, EGF-stimulated phospho-ERK AlphaScreen; active = well fitted inhibition curve with a large enough effect; inconclusive = small, poorly fitted or top-dose-only effect, or effect the other way;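 also: plate controls were stimulated vehicle wells for no effect and unstimulated vehicle basal for full effect; nearly all actives have a fitted effect of over 55% in size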
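Homogeneous cell-based phospho-ERK assay: HEK293/V1b cells in 1% FBS, compound 30 min then EGF 5 min, AlphaScreen luminescence. Activity normalized between DMSO and 25 nM EGF controls; AC50 from Hill modelling.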
* hit, by the source's call; ? = inconclusive; & = joins results of further samples; [ ] = remark or other dose. Potency is read from the fitted curve at half-maximal effect. Only part of the results is shown, so the mix of outcomes need not match the whole.

SMILES	ERK EGF block
O=C1NC(=O)C(=Cc2ccc(N3CCOCC3)o2)C(=O)N1	-11.1%
CCCNC1=C(C)C(=O)C2=C(C1=O)C(COC(N)=O)[C@]1(OC)C3NC3CN21 (some centres not stated)	-18.6%[57.5 µM]
NC[C@H](O)c1ccc(O)cc1	-3.8%[25.7 µM]
CCN1CC2C3CCC(C)(O3)C2C1 (configuration not stated)	2.2%[57.5 µM]
O=c1[nH]c(=S)n(C2CC2)c(O)c1C=NCc1cccnc1	-4.9%[57.5 µM]
COC(=O)C(O)(c1ccc(NC(=S)NC(=O)c2ccc(Cl)cc2Cl)cc1)C(F)(F)F (configuration not stated)	16.1%
O=[N+]([O-])c1ccc(N2CCCCC2)c2ncccc12	?
CN1C[C@H](CNC(=O)OCc2ccccc2)C[C@H]2c3cccc4c3c(cn4C)C[C@@H]21	3.1%
CCCn1c(C)cc(C=O)c1C	9.6%
CC(=O)N1CC2CC(C1)c1cccc(=O)n1C2 (configuration not stated)	2.0%
COc1cc2c(c(OC)c1OC)-c1ccc(O)c(=O)cc1C(NC(C)=O)CC2 (configuration not stated)	27.0%
CC(NC1=NCCS1)c1ccccc1 (configuration not stated)	1.8%
COc1ccc(C(CN(C)C)C2(O)CCCCC2)cc1 (configuration not stated)	-11.3%
CCCCCCNC(=O)N[C@@H](Cc1ccc(O)cc1)C(=O)NCCC[C@H]1CN2C(=NC[C@H]2C)N1CC1CCC1	7.0%[57.5 µM]
C#CCOC(=O)C1=CCCN(C)C1	-12.1%&-10.9%
Cn1c(O)c(/C=C2/C=CC=N2)c(=O)[nH]c1=O	-4.4%[57.5 µM]
Cc1noc(C)c1C(=O)N1CCC2(CCCN(CC(C)C)C2)CC1	-12.7%
O=[N+]([O-])c1cc(F)c(N2CCCCC2)cc1Br	?
COc1ccccc1N1C(=O)NC(=O)/C(=C/c2ccc3c(c2)Cc2ccccc2-3)C1=O	-3.3%
O=C(O)c1sc2cc(Cl)ccc2c1Cl	-20.7%[57.5 µM]
COC(=O)C(O)(c1ccc(N(C)C)cc1)C(F)(F)F (configuration not stated)	2.7%
CC(N)c1cccc(Cl)c1Cl (configuration not stated)	2.1%
CCC[N+]12CCC(CC1)C(C(O)(c1ccccc1)c1ccccc1)C2 (configuration not stated)	-10.5%[57.5 µM]
O=C(C[N+]12CCC(CC1)C(C(O)(c1ccccc1)c1ccccc1)C2)c1ccc(Br)cc1 (configuration not stated)	-12.1%[57.5 µM]
C=C(C)CSc1nnc([C@@H](N)Cc2ccccc2)o1	0.4%[57.5 µM]
Cn1c(O)c(C2=NNC(c3ccc(Cl)cc3)C2)c(=O)n(C)c1=O (configuration not stated)	0.0%[57.5 µM]
CCOc1ccc(-n2c(-c3cccs3)nc3ccccc3c2=O)cc1	?
CCCCCCCCN=Cc1c(O)[nH]c(=O)[nH]c1=O	-0.7%[57.5 µM]
C[C@]12CCC3C(CC[C@H]4C[C@H](O)CC[C@]34C)C1CC[C@@H]2C(=O)CO (some centres not stated)	6.7%
CNC(=O)Oc1cccc(-c2cn3cc(OC(=O)NC)ccc3n2)c1	10.6%

Taken from the listing for reference:
SMILES	ERK EGF block
C[C@]12CCC3C(CC[C@H]4C[C@H](O)CC[C@]34C)C1CC[C@@H]2C(=O)CO (some centres not stated)	6.7%
CNC(=O)Oc1cccc(-c2cn3cc(OC(=O)NC)ccc3n2)c1	10.6%

Some of the entries so far, field by field.
CCOc1ccc(-n2c(-c3cccs3)nc3ccccc3c2=O)cc1
  ERK EGF block: ?

CCCCCCCCN=Cc1c(O)[nH]c(=O)[nH]c1=O
  ERK EGF block: -0.7%[57.5 µM]

(more compounds)
SMILES	ERK EGF block
O=C1CCCC2C3CC(CN12)C1CCCCN1C3 (configuration not stated)	20.3%
Nc1ccc(Br)cc1C(=O)c1ccccc1	-6.1%
CCCN1CCC2(CC1)NC(CO)(CO)CO2	7.1%
CCN(CC)CCO[C@H]1CC[C@@]2(C)C(=CC[C@@H]3[C@H]2CC[C@]2(C)C(=O)CC[C@H]32)C1	-12.8%
Cc1cccc(OCC(=O)N2CCN(Cc3cccnc3)CC2)c1	2.7%
Clc1ccc(Cn2ccnc2)cn1	7.7%
CC(=O)N1N=C(c2cccnc2)OC1c1ccccc1Cl (configuration not stated)	-23.9%[57.5 µM]
C[C@@]12CC(c3ccoc3)OC(=O)C1CC[C@@]1(C)C2C2C=C[C@@]1(O)C(=O)O2 (some centres not stated)	26.8%
Cc1ccsc1C(=O)C1CCCN(Cc2cccc(OCCO)c2)C1 (configuration not stated)	-5.6%
C[C@]12[C@H](O)CC3C(CC[C@@H]4C[C@@H](O)CC[C@]34C)[C@@]1(O)CC[C@@H]2C1=CC(=O)OC1 (some centres not stated)	-12.6%
CCC(C)C(=O)OC1C(O)C2C(CN3CC(C)CCC3[C@]2(C)O)C2C[C@]34O[C@@]5(O)C(OC(=O)C(C)(O)C(C)O)CCC3(C)C5C(OC(C)=O)C(OC(C)=O)C4[C@@]21O (some centres not stated)	-0.6%
CCOCN(C(=O)CCl)c1c(C)cccc1CC	20.7%
CN(C)C(=O)Oc1cccc(NC(=O)N2CCOCC2)c1	6.5%
CN(CCOc1ccc(C=C2C(=O)NC(=O)NC2=O)cc1)c1ccccn1	-5.8%
O=c1[nH]c(=O)n(-c2ccccc2)c(O)c1/C=C1/C(c2ccccc2)=Nc2ccccc21	0.6%
O=C1CCN(C(=O)CCCn2c(=O)oc3ccccc32)CC1	-1.7%
COc1cc2c(cc1-c1cc3cc4ccoc4cc3oc1=O)OCO2	-21.3%
CCN1CCN(C(c2cccs2)C(C)NC(=O)Oc2ccccc2)CC1 (configuration not stated)	-14.3%[57.5 µM]
O=C1NC(=O)C(=Cc2csc3ccccc23)C(=O)N1	-7.4%[57.5 µM]
COP(=O)(OC)C1(O)C(=O)Nc2ccc(Br)cc21 (configuration not stated)	-3.4%
COc1ccc(-n2c(SCCN(C)C)nc3ccccc3c2=O)cc1	-7.3%[57.5 µM]
c1cc(N2CCCC3(CCNCC3)C2)ccn1	-8.7%
N#C/C(=C\c1cccc(O)c1)C(=O)O	16.2%
CCCn1c(C)c(C(=O)c2ccc3ccccc3c2)c2ccccc21	0.3%
CN1CCN(c2c(C#N)c(C(F)(F)F)nn2C)CC1	-1.2%
COc1cc(C2c3cc4c(cc3C(OC(C)=O)[C@H]3COC(=O)C23)OCO4)cc(OC)c1OC (some centres not stated)	12.7%&35.5%
C=CCn1c(O)c(/C(C)=N/N2CCCCCC2)c(=O)[nH]c1=O	-1.3%[57.5 µM]
N#Cc1ccc(CN2CCC3(CC2)CCN(C(=O)Oc2ccccc2)CC3)cc1	-2.6%
O=C(CF)NC(NC(=S)Nc1ccccc1O)C(Cl)(Cl)Cl (configuration not stated)	-9.1%
CC(C)(O)[C@H]1O[C@@H]2CC[C@]3(C)[C@@]4(C)c5[nH]c6ccccc6c5C[C@@H]4CC[C@]3(O)C2=CC1=O	3.7%
CCOC(=O)C1=Nc2ccccc2/C1=C\c1c(O)n(C)c(=O)n(C)c1=O	10.8%[57.5 µM]
COCCNC(=O)CN1C(=O)CN=C(c2ccccc2)c2ccccc21	9.2%[57.5 µM]
CC/C(=N\N1CCCCC1)c1c(O)[nH]c(=O)[nH]c1=O	4.8%[57.5 µM]
Cc1cc(C)cc(-n2c(C)cc(/C=C3\C(=O)NC(=O)N(C)C3=O)c2C)c1	-13.8%
CC1=CC(=O)OC2CC3OC4C[C@@H](C)C5OC6CC7O[C@]8(C)C/C=C\C9OC%10CC%11OC(CC(C)CO)CC(O)[C@]%11(C)OC%10CC9OC8C[C@]7(C)O[C@]6(C)CCC5OC4C[C@]3(C)OC12 (some centres not stated)	0.6%[57.5 µM]
Cc1cc(/C=C2\C(=O)NC(=O)N(Cc3ccccc3)C2=O)c(C)n1C1CC1	-3.8%
COc1ccc(CCNC2CCCCC2)cc1	0.5%
NC(=O)c1ccc(N=Nc2c(O)[nH]c(=O)[nH]c2=O)cc1	9.2%
NC(=O)c1c(NC(=O)c2ccc(S(=O)(=O)N(CCCl)CCCl)cc2)sc2c1CCCCC2	3.8%
NC(=NCCC[C@H](N)C(=O)O)N[N+](=O)[O-]	11.5%&3.0%
OC(c1ccccc1)(c1ccccc1)c1ccncc1	7.3%
COC(=O)CNC(=O)c1cn(CCC#N)nc1-c1ccc(F)cc1	12.2%
COc1ccc(NP(=O)(Oc2ccc(Cl)cc2)Oc2ccc(Cl)cc2)cc1OC	9.7%
O=[N+]([O-])[N-][n+]1cnn(Cc2ccccc2)c1	-4.3%
N#C/C(=C(/O)c1ccc(S(=O)(=O)N(CCCl)CCCl)cc1)c1nc2ccccc2[nH]1	-8.2%[57.5 µM]
CN1CCN(c2c[nH]c(=O)[nH]c2=O)CC1	-1.8%
CN1CCN(c2nc([N+](=O)[O-])nn2C)CC1	-14.3%
CCOC(=O)C(O)(c1ccc(N(C)C(=O)c2ccc(Cl)c(Cl)c2)cc1)C(F)(F)F (configuration not stated)	3.5%
CC1(C)C2([N+](=O)[O-])CN3CN(C2)CC1([N+](=O)[O-])C3	2.4%
COc1ccc(NP(=O)(Oc2ccccc2OC)Oc2ccccc2OC)cc1	13.6%

Next part
SMILES	ERK EGF block
CC(C)(C)NS(=O)(=O)c1ccc(OCC(=O)N2CCN(Cc3ccccc3)CC2)cc1	4.6%
Cc1cc(NC(=O)CCl)nn1C	-13.0%
CCNC[C@H](O)c1cccc(O)c1	4.6%[25.7 µM]
CSc1ccc(CN2CCN(C(=O)COc3cccc(C)c3)CC2)cc1	0.0%
CC(=O)NC(Cc1ccc(N(CCCl)CCCl)cc1)C(=O)O (configuration not stated)	-4.2%
CN(C)c1ccc(/C=C/C=C/c2sc3ccccc3[n+]2C)cc1	?
CCCC(=O)OCC[N+](C)(C)C	-6.4%[57.5 µM]
CC(=O)OC1CC[C@@]2(C)C3CC[C@]4(C)C(=O)CCC4C3CC[C@H]2C1 (some centres not stated)	?
Cc1ccc(/C=C2\C(=O)NC(=O)N(Cc3ccccc3Cl)C2=O)o1	-8.1%
CC(C)CCCn1c(O)c(/C=C2/C=CC=N2)c(=O)[nH]c1=O	4.1%
CCC(=NCCc1ccccc1)c1c(O)n(C)c(=O)n(C)c1=O	-4.1%[57.5 µM]
COc1ccc(OC)c(-n2c(O)c(C=Nc3c(C)n(C)n(-c4ccccc4)c3=O)c(=O)[nH]c2=S)c1	3.9%[57.5 µM]
CCCn1cc2c3c(cccc31)C1CC(C)CN(C)C1C2 (configuration not stated)	-6.1%[57.5 µM]
O=C(Oc1ccccc1)N1CCC2(CC1)CN(C(c1ccccc1)c1ccccc1)C2	-5.2%
c1ccc(CNCCc2ccc3c(c2)OCO3)nc1	0.8%
CCCCCC1C(=O)O[C@H](C)[C@@H](NC(=O)c2cccc(NC=O)c2O)C(=O)OC(C)C1OC(=O)CC(C)C (some centres not stated)	11.5%
CCOC(=O)C1(c2ccccc2)CCN(CC(=O)Nc2ccc(C)cc2)CC1	-1.3%
CN1[C@@H]2CC[C@H]1CC(O[C@@H](c1ccccc1)c1ccc(Cl)cc1)C2 (some centres not stated)	-1.0%
CC(=O)NC(Cc1ccc(N(CCCl)CCCl)cc1)C(=O)NC(C(=O)O)C(C)C (configuration not stated)	-4.1%
Clc1ccc2c(c1)C(c1ccccc1Cl)=NCc1nnc(Br)n1-2	0.0%
O=S(=O)(c1ccc(Cl)cc1)N1CCCCC1c1cccnc1 (configuration not stated)	-10.7%
c1ccc2sc(N3CCNCC3)nc2c1	-0.6%
Cc1ccc(-n2c(O)c(C=N)c(=O)n(-c3ccc(C)cc3)c2=O)cc1	0.8%[57.5 µM]
N#Cc1ccc(NC(=O)CN2CCCC2)cc1Cl	2.0%
Cc1cc(/C=C2\C(=O)NC(=O)N(c3ccc(F)cc3)C2=O)c(C)n1-c1cccc(C(=O)O)c1	-0.9%
CN1C(=O)C(=Cc2sc(=O)n(-c3ccccc3)c2N(C)C)C(=O)N(C)C1=O	-1.6%[57.5 µM]
CCC1(C)OC(c2ccccc2)=C/C(=C/C=C2C(=O)NC(=O)NC2=O)O1 (configuration not stated)	?
CCCN1CCc2cc(O)cc3c2C1Cc1ccc(O)c(O)c1-3 (configuration not stated)	?
COc1ccccc1OCCCn1cc(C(=O)C2CC2)c2ccccc21	3.9%
C[C@]12CCC(=O)C=C1CC[C@@H]1[C@@H]2CC[C@@]2(C)[C@H]1CC[C@]2(C)O	3.0%[57.5 µM]
Ic1ccccc1CNC1C2CCN(CC2)C1C(c1ccccc1)c1ccccc1 (configuration not stated)	-3.1%
CCN(CC)c1ccc(/C=N/c2sc3c(c2C#N)C2CCN3CC2)c(O)c1	4.5%
CC(NCc1ccccc1C(F)(F)F)C(O)c1ccccc1 (configuration not stated)	-3.3%
COC(=O)Nc1ccc(N=C(N)N[N+](=O)[O-])cc1	-0.8%
N#CCCn1cc(C(=O)Nc2ccccc2Br)c(-c2ccc([N+](=O)[O-])cc2)n1	5.6%
CN1CCc2cc(O)cc3c2C1Cc1ccc(O)c(O)c1-3 (configuration not stated)	17.3%

Looked up above.
ERK EGF block result of CNC(=O)Oc1cccc(-c2cn3cc(OC(=O)NC)ccc3n2)c1 reads 10.6%
ERK EGF block result of C[C@]12[C@H](O)CC3C(CC[C@@H]4C[C@@H](O)CC[C@]34C)[C@@]1(O)CC[C@@H]2C1=CC(=O)OC1 (some centres not stated) reads -12.6%
ERK EGF block result of CN1CCc2cc(O)cc3c2C1Cc1ccc(O)c(O)c1-3 (configuration not stated) reads 17.3%
